Vif-A3G inh = qHTS for Inhibitors of Vif-A3G Interactions: qHTS; DNA dC->dU-editing enzyme APOBEC-3G (Homo sapiens), Q9HC16; HeLa A3G-eYFP + Vif (tagged APOBEC3G with the HIV-1 protein that degrades it), YFP fluorescence, overnight; Potency, µM (top dose mostly 46.1 µM), inactives show at the top dose activity, negative = active, hits mostly inhibitors; hit rate 0.076% among 410,000; AID 602310, 2012;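 note: % is set by controls: 0 for no effect and ±100 for the full control effect; nearly all actives have a fitted effect of over 60% in size; hits raise eYFP signal because A3G escapes Vif-driven loss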
Target sequence (Q9HC16 whole entry, looked up): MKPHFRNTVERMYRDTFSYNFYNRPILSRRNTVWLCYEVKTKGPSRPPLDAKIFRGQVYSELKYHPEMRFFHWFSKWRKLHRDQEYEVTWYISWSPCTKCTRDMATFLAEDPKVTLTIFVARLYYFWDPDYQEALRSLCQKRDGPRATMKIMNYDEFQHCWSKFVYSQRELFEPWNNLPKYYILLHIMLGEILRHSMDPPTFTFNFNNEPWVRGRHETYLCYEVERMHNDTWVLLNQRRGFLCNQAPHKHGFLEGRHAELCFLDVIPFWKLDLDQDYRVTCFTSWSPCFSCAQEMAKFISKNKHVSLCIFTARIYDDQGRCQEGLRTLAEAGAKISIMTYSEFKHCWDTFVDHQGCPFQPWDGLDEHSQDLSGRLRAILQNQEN
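Read-out is eYFP fluorescence (Ex 488/Em 500-530) from Vif-expressing HeLa A3G-eYFP cells; more signal means A3G escaped Vif-mediated degradation. Cells plated overnight, compound pinned in, incubated overnight at 37 deg C.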
RXFP1 agonist = qHTS Assay for Agonists of the Relaxin Receptor RXFP1 | AID 2676, 2010 | HEK293T-RXFP1 cAMP TR-FRET, 30 min; response scale: percent of porcine relaxin response, buffer zero | Relaxin receptor 1 (Homo sapiens), Q9HBX9 | Potency, µM (series often up to 57.5 µM), for the others: at the highest dose activation, most hits filed as activators | hit rate 0.3% among 370,000; note: % is set by controls: 0 for no effect and ±100 for the full control effect; nearly all actives have a fitted effect of over 60% in size; many of its hits are not listed in these tables
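cAMP rise read by TR-FRET after 30 min, 37C compound exposure (up to 58 uM) in RXFP1-transfected HEK293 cells with Ro 20174 present. EC50 from Hill-equation fits, with 29 nM porcine relaxin as 100% and buffer as basal.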
TrxR1 substrate = qHTS Assay for Substrates of Mammalian Selenoprotein Thioredoxin Reductase 1 (TrxR1): qHTS; Potency, µM (doses to about 114 µM), inactives show top-dose activity change, negative = substrate turnover; Thioredoxin reductase 1, cytoplasmic (Rattus norvegicus), O89049; purified TrxR1 substrate turnover, NADPH consumption readout; hit rate 0.01% among 390,000; note: % is set by controls: 0 for no effect and ±100 for the full control effect; nearly all actives have a fitted effect of over 50% in size
Target sequence (O89049 whole entry, looked up): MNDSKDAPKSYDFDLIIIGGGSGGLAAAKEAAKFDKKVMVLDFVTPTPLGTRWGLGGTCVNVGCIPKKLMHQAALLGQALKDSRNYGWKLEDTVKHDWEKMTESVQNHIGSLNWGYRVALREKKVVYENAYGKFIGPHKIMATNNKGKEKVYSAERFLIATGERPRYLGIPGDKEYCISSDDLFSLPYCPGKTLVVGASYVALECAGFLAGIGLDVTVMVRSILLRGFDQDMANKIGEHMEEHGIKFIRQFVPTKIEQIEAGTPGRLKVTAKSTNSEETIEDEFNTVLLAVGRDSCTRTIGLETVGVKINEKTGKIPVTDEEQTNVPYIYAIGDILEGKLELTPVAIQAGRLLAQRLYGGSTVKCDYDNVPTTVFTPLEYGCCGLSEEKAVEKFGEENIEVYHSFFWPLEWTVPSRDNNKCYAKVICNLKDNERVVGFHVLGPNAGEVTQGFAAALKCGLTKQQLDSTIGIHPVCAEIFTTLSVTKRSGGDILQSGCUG
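Rat TrxR1, dispensed at 90 nM, was prereduced with 400 uM NADPH (final) for 5 min at ~22 deg C, then incubated with compound 15 min before 400 uM selenite. A first-read NADPH fluorescence drop versus no-compound background flagged substrates.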
Vif-A3F inh = qHTS for Inhibitors of Vif-A3F Interactions: qHTS. Potency, µM (top dose mostly 46.1 µM), without a hit: at the highest dose activity, negative = active. hit rate 0.2% among 390,000. HeLa A3F-eYFP + Vif (tagged APOBEC3F with the HIV-1 protein that degrades it), YFP fluorescence increase; note: % of control where 0% means no effect; nearly all actives have a fitted effect of over 65% in size
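HeLa cells stably expressing Vif plus C-terminally eYFP-tagged A3F were seeded, incubated overnight at 37 deg C, dosed with compound, incubated overnight again at 37 deg C. Yellow fluorescence (Ex 488/Em 500-530) reported blocked Vif-mediated A3F-eYFP degradation.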
ALOX12 inh = Primary qHTS assay for inhibitors of human arachidonate 12S-lipoxygenase (ALOX12): Round 2 | Polyunsaturated fatty acid lipoxygenase ALOX12 (Homo sapiens), P18054 | purified 12hLO, xylenol orange hydroperoxide absorbance | Potency, µM (highest dose often 108 µM), inactives show at the top dose activity change, negative = inhibition, most hits filed as inhibitors | hit rate 1.1% among 580,000 | AID 1671190, 2021; note: % is set by controls: 0 for no effect and ±100 for the full control effect
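Hydroperoxide product was detected by ferrous iron/xylenol orange as the 573 to 405 nm absorbance ratio. Arachidonic acid at 40 uM (final) was turned over for 30 min at room temperature by 150 nM human 12hLO, pH 7.0 Hepes buffer, after 15 min compound preincubation.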
RGS4 inhibitor = Inhibitors of Regulator of G Protein Signaling (RGS) 4: qHTS; Regulator of G-protein signaling 4 (Homo sapiens), P49798; hit rate 0.039% among 390,000; AID 504845, 2011; Transcreener GDP fluorescence polarization, RGS4-accelerated GTP hydrolysis; Potency, µM (top dose mostly 114 µM), for inactives: at the highest dose activity change, negative = inhibition, usual class: inhibitors; note: % is set by controls: 0 for no effect and ±100 for the full control effect; nearly all actives have a fitted effect of over 75% in size; some results filed as inactive show a strong effect at the top dose
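MLSMR compounds (23 nl, pin-transferred) preincubated 10 min at room temperature with a 500nM (2x) first reagent, then RGS4 at 900nM (2x) plus Transcreener GDP mix added; fluorescence polarization (620/688 nm) read before and after 90 min at 30 °C.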
IDH1 R132H inh = qHTS for Inhibitors of mutant isocitrate dehydrogenase 1 (IDH1): qHTS. hit rate 0.093% among 390,000. AID 602179, 2012. Isocitrate dehydrogenase [NADP] cytoplasmic (Homo sapiens), O75874. Potency, µM (doses to about 76.6 µM), for the others: at the top dose activity change, negative = inhibition, most hits filed as inhibitors. IDH1-R132H enzyme, NADPH consumption, diaphorase/resazurin fluorescence; note: % is set by controls: 0 for no effect and ±100 for the full control effect; nearly all actives have a fitted effect of over 65% in size
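IDH1-R132H (0.5 ug/mL dispensed) in pH 7.5 Tris buffer was preincubated 30 min with compound, then given a substrate mix of 0.016 mM NADPH and 2 mM alpha-KG for 80 min at room temperature; remaining NADPH was read by diaphorase/resazurin fluorescence.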
USP1-UAF1 inh = Inhibitors of USP1/UAF1: Primary Screen; Potency, µM (titrated, usually from 57.1 µM), inactives show at the top dose activity change, negative = inhibition, most hits filed as inhibitors; Ubiquitin carboxyl-terminal hydrolase 1 (Homo sapiens), O94782; recombinant USP1/UAF1, Ub-Rhodamine cleavage fluorescence; hit rate 0.23% among 390,000; note: % is set by controls: 0 for no effect and ±100 for the full control effect; nearly all actives have a fitted effect of over 60% in size; inactives centre near -12
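High-throughput fluorogenic screen: 1nM USP1/UAF1 complex, Ub-Rho substrate 150nM final, 50mM HEPES pH 7.8 with 0.5mM EDTA, 0.1 mg/ml BSA, 1mM TCEP and 0.01% Tween-20.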
rTrxR1 inhibitor = qHTS Assay for Inhibitors of Mammalian Selenoprotein Thioredoxin Reductase 1 (TrxR1): qHTS; Thioredoxin reductase 1, cytoplasmic (Rattus norvegicus), O89049; recombinant rTrxR1, NADPH fluorescence consumption, selenite substrate; Potency, µM (doses to about 114 µM), for inactives: at the top dose activity change, negative = inhibition, usual class: inhibitors; hit rate 1% among 390,000; note: % is set by controls: 0 for no effect and ±100 for the full control effect; nearly all actives have a fitted effect of over 65% in size
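Rat TrxR1 (90 nM in the dispensed reagent) was pre-reduced with 400 uM NADPH for 5 min at room temperature, then incubated with compound for 15 min. After 400 uM selenite was added, NADPH fluorescence (Ex 340/Em 450 nm) was followed for 8 min.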
Numbers without * were called inactive; u = inconclusive; x = no result given; [ ] = remark or other dose. Calls come from the whole dose curve; as a rule, active = well fitted curve in the direction sought with a large enough effect; inconclusive = small, poorly fitted or top-dose-only effect, or another doubt; inactive = no such curve, though single readings can be large; an effect the other way counts as inactive or inconclusive. Potency is the fitted concentration of half-maximal effect.

SMILES | Vif-A3G inh | RXFP1 agonist | TrxR1 substrate | Vif-A3F inh | ALOX12 inh | RGS4 inhibitor | IDH1 R132H inh | USP1-UAF1 inh | rTrxR1 inhibitor
CCn1c(-c2cc(-c3cc(OC)ccc3OC)nc3ccccc23)n[nH]c1=S | 3% | 2.8% | 14% | -3% | 20µM* | -14% | 0% | -12% | 16%
C/C=C(\C)CN1CCN(c2cc(C)ccc2C)CC1 | 0% | 0.2% | 5%[57.1 µM] | -8% | u | 13% | 8% | -11% | 8%[57.1 µM]
O=C(NCC(=O)N(CCc1ccccc1)C(C(=O)NC1CCCCC1)c1ccncc1)c1ccco1 (stereo not given) | 2% | -0.3% | -1% | 3% | 0% | -18% | 12% | -14% | -3%
C/C(=N\NC(=O)c1cccc(F)c1)c1ccc(Br)s1 | -26% | 1.8% | -1% | -1% | 24% | 2% | 2% | -17% | 4%
COc1ccc2[nH]c3c(=O)n(CCCCC(=O)NCCN4CCCC4)c(=S)[nH]c3c2c1 | -5% | 4.7% | 17% | -5% | 14µM* | -31% | 1% | -17% | u
CCOCCCNC(=O)/C(C#N)=C/c1ccc(C(=O)OC)cc1 | 1% | 1.6% | -3% | -2% | -9% | -16% | -3% | -5% | -23%
Cc1cc(SCC(=O)NCc2ccccc2)nc(=O)[nH]1 | 2% | 1.1% | 4%[57.1 µM] | -1% | -16% | -10% | 2% | -20% | 20%[57.1 µM]
O=C(NCc1nc2ccccc2[nH]1)C1CCCCC1 | -1% | 4.2% | 11%[57.1 µM] | -1% | 7% | -12% | 11% | -21% | 22%
COc1ccc(CCNC(=O)/C(C#N)=C/c2cccc(OCc3ccccc3)c2)cc1OC | -20% | -0.1% | -1% | -6% | -6% | 1% | 5% | -8% | -10%
Cc1cccc(Nc2nnc(SC/C(O)=C(\C#N)c3nc4ccccc4[nH]3)s2)c1 | -27% | 0.3% | -9% | 22µM* | u | -16% | -6% | 3% | u
Nc1nonc1-n1nnc(C(=O)N/N=C/c2cccc(O)c2)c1CN1CCCC1 | -4% | -3.2% | -15% | 1% | 7% | 41% | -1% | -3% | u
Cc1ccc(NC(=O)CCC(=O)NNC(=O)c2ccccc2Cl)c(C)c1 | 0% | -0.9% | 1%[57.1 µM] | 3% | 1% | 15% | -1% | 3% | -3%[57.1 µM]
Cc1ccc(-c2ccc(=O)n(CCC(=O)N3CCN(c4cccc(C)c4)C(C)C3)n2)cc1 (stereo not given) | 0% | 6.6% | -2% | 7% | -5% | 9% | 6% | -25% | 6%
COc1ccc2[nH]c(-c3cccc(F)c3)cc(=O)c2c1 | u | 3.5% | 55%[activator] | -29% | u | -35% | 0% | -19% | 12%
CC1CCCCN1C(=S)NCc1ccco1 (stereo not given) | 1% | 0.6% | -10% | 7% | 0% | -43% | 6% | -11% | 27%[57.1 µM]
COc1ccc(Cl)cc1NC(=O)CCN1C(=O)C2C3CCC(C3)C2C1=O (stereo not given) | 1% | 1.3% | 3% | 5% | 1% | 3% | -8% | u | 8%
C=CCN(c1ccccc1C(=O)NCC(=O)OCC)S(=O)(=O)c1ccc(C)cc1 | 0% | 0.2% | 15%[57.1 µM] | 12% | 0% | -20% | 0% | -11% | 2%[57.1 µM]
COc1ccccc1Nc1nc(NCc2ccco2)nc(N)c1[N+](=O)[O-] | -1% | 4.1% | 0%[57.1 µM] | -7% | 422%[activator] | 11% | 9% | -9% | 5%[57.1 µM]
Cc1cc(C(=O)N/N=C/c2ccc(-c3ccc([N+](=O)[O-])cc3C)o2)n[nH]1 | -5% | 8.9% | -5% | u | 26% | -1% | -14% | -22% | 14%
O=C(O)COc1ccc(/C=C/c2ccc3cccc([N+](=O)[O-])c3n2)cc1 | -4% | 2.2% | 2%[57.1 µM] | 17% | -24% | 0% | 10% | -11% | -17%
Cc1ccc(-n2nnnc2SCC(=O)Nc2ccc3c(c2)OCCO3)cc1C | -7% | -2.9% | 4% | x | 0% | -44% | 1% | 10% | 23%
COCCCN1C(=O)C(CC(=O)NC2CCCC2)CC(C(=O)N2CCOCC2)=C1C (stereo not given) | 0% | x | x | -1% | 6% | x | -3% | -11% | x
CCCSc1ccccc1C(=O)N1CCN(C(=O)c2ccco2)CC1 | 6% | -0.9% | -1% | 1% | 3% | -21% | -7% | -8% | -35%
N/C(=N\OC(=O)c1cccc([N+](=O)[O-])c1)c1ccccn1 | 2% | 3.6% | -9% | u | -9% | -12% | 3% | -18% | -20%
O=C1CCCC/C1=C\Nc1ccccc1C(=O)O | 2% | 0.9% | 23% | -14% | -7% | 5% | 3% | -17% | -18%

Some of these compounds in order of length of the SMILES, smallest number first.
SMILES | Vif-A3G inh | RXFP1 agonist | TrxR1 substrate | Vif-A3F inh | ALOX12 inh | RGS4 inhibitor | IDH1 R132H inh | USP1-UAF1 inh | rTrxR1 inhibitor
C/C=C(\C)CN1CCN(c2cc(C)ccc2C)CC1 | 0% | 0.2% | 5%[57.1 µM] | -8% | u | 13% | 8% | -11% | 8%[57.1 µM]
C/C(=N\NC(=O)c1cccc(F)c1)c1ccc(Br)s1 | -26% | 1.8% | -1% | -1% | 24% | 2% | 2% | -17% | 4%
CCCSc1ccccc1C(=O)N1CCN(C(=O)c2ccco2)CC1 | 6% | -0.9% | -1% | 1% | 3% | -21% | -7% | -8% | -35%
Cc1ccc(-n2nnnc2SCC(=O)Nc2ccc3c(c2)OCCO3)cc1C | -7% | -2.9% | 4% | x | 0% | -44% | 1% | 10% | 23%
C=CCN(c1ccccc1C(=O)NCC(=O)OCC)S(=O)(=O)c1ccc(C)cc1 | 0% | 0.2% | 15%[57.1 µM] | 12% | 0% | -20% | 0% | -11% | 2%[57.1 µM]
Cc1ccc(-c2ccc(=O)n(CCC(=O)N3CCN(c4cccc(C)c4)C(C)C3)n2)cc1 (stereo not given) | 0% | 6.6% | -2% | 7% | -5% | 9% | 6% | -25% | 6%

(next part)
SMILES | Vif-A3G inh | RXFP1 agonist | TrxR1 substrate | Vif-A3F inh | ALOX12 inh | RGS4 inhibitor | IDH1 R132H inh | USP1-UAF1 inh | rTrxR1 inhibitor
COc1ccc(C(C(=O)NC2CCCC2)N(Cc2cccnc2)C(=O)c2snc(C(N)=O)c2N)cc1OC (stereo not given) | -6% | 0.3% | 11% | 1% | 21% | -7% | 8% | -21% | 6%
C[C@@H]1CN([C@H](C)CO)C(=O)c2cc(Br)cnc2O[C@H]1CN(C)C(=O)Cc1ccccc1 | 2% | x | x | 9% | 5% | x | -2% | -16% | x
O=C(CCNC(=O)Cn1cnc2ccccc2c1=O)NCCC1=CCCCC1 | 3% | 1.0% | 6%[57.1 µM] | -1% | 0% | 0%[11.4 µM] | -4% | 8% | -5%
CN(C)S(=O)(=O)N(CC(=O)Nc1cccc(F)c1)c1ccccc1 | -1% | 0.2% | 6%[57.1 µM] | 1% | -1% | 5% | 2% | -16% | -8%[57.1 µM]
CCN(C[C@H]1N[C@@](C)(C(=O)OC)[C@H]2C(=O)N(C)C(=O)[C@@H]12)S(=O)(=O)c1ccc(F)cc1 | -2% | x | 3% | 5% | -15% | 15% | -5% | -9% | 18%
COc1ccc(S(=O)(=O)Nc2ccc3c(c2)C(=O)N([C@H](C)CO)C[C@H](C)[C@H](CN(C)Cc2ccc(C(=O)O)cc2)O3)cc1 | 0% | x | -2% | 5% | -10% | -23% | 9% | u | 8%
CCn1ncc(/C=C/C(=O)C2CC2)c1C | 2% | 0.2% | -6% | -7% | -2% | -11% | 3% | -18% | -8%
CC1CCC2(CC1)NC(=S)N(c1ccccc1)N2 (stereo not given) | 2% | 1.3% | 3% | 2% | u | u | 10% | -6% | -5%
CCc1ccc(CNC(=O)c2ccc3nc(SCc4ccc(F)cc4)n(C)c3c2)cc1 | 5% | -0.4% | -14% | 4% | -19% | 3% | 9% | -18% | -13%
CC1(C)OC(=O)N(Cc2ccco2)C1(C)O (stereo not given) | 2% | -2.0% | 2% | -4% | -8% | -29% | 12% | -12% | u

Screening data: PubChem BioAssay, National Center for Advancing Translational Sciences (NCATS)

An excerpt, so the mix of outcomes need not match the whole.
